Source: PubChem
Pol iota inh = qHTS for Inhibitors of Polymerase Iota | Pol iota fluorescent replication assay, 10 min | Potency, µM (top dose mostly 115 µM), for the others: top-dose activity, negative = inhibition, hits mostly inhibitors | 390,000 tested, 1% active | AID 588590, 2011; also: potency is read from the fitted curve at half-maximal effect
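Pol iota at 10 nM preincubated 15 min with compounds at room temperature; reaction started with fluorescent substrate, 50 nM final. Fluorescence read kinetically at 0 and 10 min; buffer-only wells as negative control.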
Anesthetic bind = qHTS Assay for Identification of Novel General Anesthetics; 350,000 tested, 0.074% active; apoferritin/1-aminoanthracene competitive binding, fluorescence; Potency, µM (top dose mostly 77.5 µM), without a hit: at the top dose activity change, negative = displacement, usual class: inhibitors; Ferritin light chain (Equus caballus), P02791; also: potency is read from the fitted curve at half-maximal effect; % is scaled to controls: 0 for no effect and ±100 for the full control effect; nearly all actives have a fitted effect of over 20% in size
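Concentration-response curves derived by four-parameter Hill fitting of normalized fluorescence, where compounds displaced 1-AMA from 10 uM horse apoferritin following a brief 10 min room-temperature incubation; propofol titration acted as positive control.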
BLM helicase inh = qHTS Assay for Inhibitors of Bloom's syndrome helicase (BLM) | RecQ-like DNA helicase BLM (Homo sapiens), P54132 | Potency, µM (highest dose often 56.1 µM), inactives show top-dose activity change, negative = inhibition, most hits filed as inhibitors | recombinant BLM DNA unwinding, fluorescence dequenching | 350,000 tested, 0.2% active;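 also: potency is read from the fitted curve at half-maximal effect; plate controls were vehicle for no effect and no enzyme for full effect; nearly all actives have a fitted effect of over 35% in size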
Pol kappa inh = qHTS for Inhibitors of Polymerase Kappa. Potency, µM (series often up to 107 µM), for the others: at the top dose activity, negative = inhibition, actives largely listed as inhibitors. purified Pol kappa, fluorescent DNA synthesis assay, 10 min. 400,000 tested, 0.53% active. DNA polymerase kappa (Homo sapiens), Q9UBT6; also: potency is read from the fitted curve at half-maximal effect; % is scaled to controls: 0 for no effect and ±100 for the full control effect
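50 nM final substrate added after 15 min RT preincubation of 10 nM Pol kappa with compound; fluorescence read at 0 and 10 min.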
APE1 inh = qHTS Assay for Inhibitors of the Human Apurinic/apyrimidinic Endonuclease 1 (APE1) | DNA repair nuclease/redox regulator APEX1 (Homo sapiens), P27695 | recombinant APE1, TAMRA/BHQ-2 abasic DNA cleavage fluorescence | Potency, µM (titrated, usually from 65.8 µM), without a hit: at the highest dose activity change, negative = inhibition, most hits filed as inhibitors | 350,000 tested, 0.35% active;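 also: potency is read from the fitted curve at half-maximal effect; plate controls were vehicle for no effect and reference inhibitor for full effect; nearly all actives have a fitted effect of over 55% in size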
Target sequence (P27695 whole entry, looked up): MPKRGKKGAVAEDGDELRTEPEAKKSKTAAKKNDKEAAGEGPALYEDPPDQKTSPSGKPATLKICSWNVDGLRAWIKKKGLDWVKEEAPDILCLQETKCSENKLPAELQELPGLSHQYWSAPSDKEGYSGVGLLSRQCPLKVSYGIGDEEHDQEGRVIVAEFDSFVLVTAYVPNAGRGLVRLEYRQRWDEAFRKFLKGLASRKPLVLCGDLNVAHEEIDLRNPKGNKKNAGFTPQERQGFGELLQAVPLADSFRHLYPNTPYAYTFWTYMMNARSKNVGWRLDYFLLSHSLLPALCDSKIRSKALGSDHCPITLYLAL
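Compound pre-exposure to 0.75 nM APE1, 15 min at ambient temperature. Reaction initiated with 50 nM TAMRA/BHQ-2 THF substrate, read immediately in kinetic mode, 525 nm excitation, 598 nm emission.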
LDHA inh = qHTS assay for inhibitors of human lactate dehydrogenase; purified LDHA, NADH/diaphorase-resazurin fluorescence; hits give low values; activity change, % (values are at about 110 or 230 µM); 480,000 tested, 0.15% active; AID 1347041, 2019; in the data active = activity change below about -30%; inconclusive = mostly about -25% to -30%;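 also: plate controls were DMSO wells for no effect and wells without enzyme for full effect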
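Resorufin fluorescence (ex540/em590), read at 0 and 20 min after diaphorase/resazurin addition, reports the NADH left after a 5 min room-temperature reaction of 2 nM human LDH5 with 0.06 mM NADH and 0.2 mM pyruvate.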
GRP78 ERSR act = qHTS for Inducers of the Endoplasmic Reticulum Stress Response (ERSR) in Human Glioma: qHTS. Potency, µM, for inactives: at the top dose activation, usual class: activators. 420,000 tested, 0.02% active. U87-MG GRP78 promoter luciferase reporter, 16 h; also: potency is read from the fitted curve at half-maximal effect; series mostly up to about 76 µM; % of control where 0% means no effect; nearly all actives have a fitted effect of over 35% in size
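Stably transfected U87-MG human glioma cells carrying a GRP78-based luminescent sensor were seeded at 1000 cells/well, pin-dosed with compounds and incubated 16 h. Luciferase reagent was then added, and end-point luminescence was read after 10 min at room temperature.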
POLH inh = qHTS for Inhibitors of Polymerase Eta; recombinant Pol eta, fluorescent DNA replication assay; Potency, µM (titrated, usually from 114 µM), for inactives: top-dose activity change, negative = inhibition, most hits filed as inhibitors; 390,000 tested, 1.2% active; AID 588591, 2011; also: potency is read from the fitted curve at half-maximal effect; % is scaled to controls: 0 for no effect and ±100 for the full control effect
Target sequence (Q9Y253 whole entry, looked up): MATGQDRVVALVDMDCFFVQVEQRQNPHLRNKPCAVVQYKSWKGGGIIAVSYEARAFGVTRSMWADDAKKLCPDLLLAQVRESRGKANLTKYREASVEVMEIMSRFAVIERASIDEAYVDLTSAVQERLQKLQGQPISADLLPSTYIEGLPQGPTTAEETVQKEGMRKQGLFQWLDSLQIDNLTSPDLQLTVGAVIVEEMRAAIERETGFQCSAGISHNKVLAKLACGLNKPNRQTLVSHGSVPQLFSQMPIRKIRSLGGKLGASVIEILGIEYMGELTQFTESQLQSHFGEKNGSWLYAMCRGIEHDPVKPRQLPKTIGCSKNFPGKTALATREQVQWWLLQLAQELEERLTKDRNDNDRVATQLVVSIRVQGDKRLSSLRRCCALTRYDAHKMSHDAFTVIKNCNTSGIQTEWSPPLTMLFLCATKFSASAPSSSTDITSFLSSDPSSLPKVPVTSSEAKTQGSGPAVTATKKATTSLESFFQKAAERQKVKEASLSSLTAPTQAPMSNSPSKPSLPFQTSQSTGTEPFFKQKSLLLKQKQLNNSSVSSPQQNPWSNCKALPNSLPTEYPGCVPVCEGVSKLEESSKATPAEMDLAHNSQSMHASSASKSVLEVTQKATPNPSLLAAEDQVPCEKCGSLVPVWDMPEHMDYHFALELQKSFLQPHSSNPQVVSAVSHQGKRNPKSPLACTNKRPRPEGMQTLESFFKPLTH
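Pol eta (10 nM) was preincubated with compounds for 15 min at room temperature, after which fluorescent replication substrate (50 nM final) was added to start the reaction. Fluorescence was read kinetically at 0 and 10 min.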
Pol beta inh = qHTS Assay for Inhibitors of DNA Polymerase Beta | P06746 | Pol beta primer extension/strand displacement, fluorescence kinetic | Potency, µM (titrated, usually from 114 µM), without a hit: at the highest dose activity change, negative = inhibition, usual class: inhibitors | 340,000 tested, 1.3% active | AID 485314, 2010; also: potency is read from the fitted curve at half-maximal effect; % is scaled to controls: 0 for no effect and ±100 for the full control effect
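10 nM enzyme + cpd, 15 min RT; start with substrate 50 nM final; read 0 min and after 10 min RT. Corrected, normalized data; 4-parameter Hill curve fit.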
Active calls of the source: *; ? = inconclusive; nt = no result given; [ ] = remark or other dose. Unless noted, calls follow the shape of the dose curve; as a rule, active = well fitted curve in the direction sought with a large enough effect; inconclusive = small, poorly fitted or top-dose-only effect, or another doubt; inactive = no such curve, though single readings can be large; an effect the other way counts as inactive or inconclusive.

SMILES	Pol iota inh	Anesthetic bind	BLM helicase inh	Pol kappa inh	APE1 inh	LDHA inh	GRP78 ERSR act	POLH inh	Pol beta inh
CC(NC1CCN(Cc2ccccc2)CC1)c1ccc(F)cc1 (stereo unspecified)	118%[activator]	-4%	2%	-5%	5%	-6	-5%	2%	72%
CCN(CC)S(=O)(=O)c1ccc(C(=O)Nc2cc(S(=O)(=O)N3CCOCC3)ccc2O)cc1	27%	nt	nt	2%	-1%	-2	-4%	-16%	nt
O=C(Nn1c(-c2ccncc2)nc2ccccc2c1=O)c1ccccc1Br	-15%	-3%	1%	-5%	3%	-4	-2%	-11%	-17%
CN1C(=O)N2CN(C3CCCCC3)CN3C(=O)N(C)C1C23 (stereo unspecified)	4%[58.9 µM]	-2%	0%	-3%	2%	-5	-8%	-5%	-1%
O=C(CSc1nc2c(cnn2-c2ccccc2)c(=O)[nH]1)NCC1CCCO1 (stereo unspecified)	31%[activator]	nt	nt	10%	6%	-7	-3%	-7%	nt
Cn1c(Cn2c(=O)sc3ccccc32)nnc1SCC(=O)N1CCOCC1	32%[activator]	36%[activator]	5%	3%	-4%	-5	-6%	-16%	23%
Cc1ccccc1NC(=O)c1ccc(C)c(S(=O)(=O)N2CCN(C)CC2)c1	12%	-4%	-5%	14%	3%	0	-2%	-3%	9%
COCCN1CCN(c2cc(-c3ccccc3)nc3cc(-c4cccc(F)c4)nn23)CC1	2%	-11%	-5%	-14%	0%	-6	-11%	-18%	1%
CC1(C)C(C=C(Cl)Cl)C1C(=O)N1CCN(Cc2ccccc2)CC1 (stereo unspecified)	88%[activator]	-19%	-6%	1%	-1%	-8	-4%	-2%	9%
CC(=O)Nc1cccc(NC(=O)CSc2nnc(Cc3cccn3C)n2-c2ccc(F)cc2)c1	16%	-18%	-6%	-14%	2%	-4	2%	-5%	5%
C/C(=N/NC(=O)c1cccc(N2CCCC2=O)c1)c1ccncc1	30%	-4%	2%	-9%	-5%	3	-1%	1%	28%
CC(C)C(=O)Nc1c(C(=O)c2ccc(F)cc2)oc2ccccc12	-24%	-3%	5%	-2%	2%	-9	-3%	-6%	22%
CC(C)Cn1c(SC(C)C(=O)NC2CC2)nnc1-c1ccccc1F (stereo unspecified)	16%	nt	nt	-7%	37%	1	-1%	-3%	nt
O=C(O)[C@H](Cc1ccccc1)NC(=O)N1CCN(c2ccccc2)CC1	-8%	-3%	-6%	4%	-11%	-2	-3%	-7%	?
CC(=O)Nc1ccc(C(=O)CSc2nnnn2C2CCCC2)cc1	1%	-15%	-4%	-7%	2%	2	3%	-9%	3%
O=C(NC1CCN(C(=O)Nc2ccc(F)cc2)CC1)c1cccc(F)c1	43%[activator]	-14%	-1%	1%	13%	-11	-5%	-13%	3%
CCCC(=O)NC(=S)Nc1c(C)cc(Br)cc1C	4%	nt	nt	-5%	nt	-8	-2%	-11%	nt
Cc1onc(-c2ccccc2)c1C(=O)Nc1ccc(-c2nnc3n2CCCCC3)cc1	-5%	-23%	-4%	-7%	1%	-6	-1%	4%	-7%
Cc1ccc(C2CC(c3ccc(F)cc3)Nc3nc(N)nn32)cc1 (stereo unspecified)	-3%	2%	3%	-2%	0%	-11	-2%	-20%	26%
COc1ccc(Cl)cc1NC(=O)CCN1C(=O)C2C3CCC(C3)C2C1=O (stereo unspecified)	7%	-6%	0%	1%	43%[activator]	0	-2%	-16%	35%
CSc1n[nH]c(NCc2ccc(C)cc2)n1	4%	-2%	2%	-14%	3%	3	0%	-1%	-1%
CCOc1ccc(CCNC(=O)CN2C(=O)NC3(CCCc4ccccc43)C2=O)cc1OCC (stereo unspecified)	40%[activator]	nt	nt	-6%	3%	-2	-1%	-30%	nt
Cc1cc(C)cc(NC(=S)NCCc2ccc(S(N)(=O)=O)cc2)c1	65%[activator]	1%	0%	2%	-2%	-10	-4%	-17%	-8%
O=C(NC(c1ccccc1)c1ccccc1)c1ccc(Br)o1	-44%	-9%	2%	-20%	-1%	1	-11%	-2%	-1%
COc1ccc(C(=O)NCC(c2ccco2)S(=O)(=O)c2cccs2)cc1 (stereo unspecified)	3%	-10%	1%	-10%[60.1 µM]	nt	-8	6%	-16%	32%[activator]
CCc1nn2c(=O)cc(COC(=O)c3ccccc3)nc2s1	17%	3%	1%	-20%	nt	0	-5%	-15%	-24%
CCC1(C)NC(=O)N(/N=C/c2cc(OC)c(O)c(OC)c2)C1=O (stereo unspecified)	188%[activator]	-10%	-1%	-2%	6%	-1	-1%	-20%	16%
COc1ccc(C)cc1NC(=O)C(Sc1nnc(Nc2ccccc2F)s1)c1ccccc1 (stereo unspecified)	4%	-11%	1%	-11%	-6%	-5	0%	0%	-1%
O=C(O)CCC(=O)N1CCc2cc(S(=O)(=O)NCc3cccs3)ccc21	34%[activator]	-3%	-2%	-1%	-7%	2	-2%	-11%	1%
CCOc1ccc(C(C)=O)cc1COc1ccc(-n2cnnn2)cc1	12%	?	-1%	1%	1%	-1	-2%	-2%	-2%
CC(C)C(=O)Nc1cccc(COc2ccccc2CN(Cc2ccccc2)C(=O)OC(C)(C)C)c1	-9%	nt	nt	7%	nt	0	-1%	-16%	nt
O=C(CSc1ccc(Br)cc1)NCC(c1cccs1)N1CCOCC1 (stereo unspecified)	28%	nt	nt	-3%	25%	-3	-2%	-25%	nt
COC(=O)c1ccc(COC(=O)CNS(=O)(=O)c2ccc(C)cc2)cc1	2%	-12%	4%	3%	18%	0	3%	-9%	-9%
COc1ccccc1N1CCN(C(c2cccs2)C(C)NC(=O)c2cccs2)CC1 (stereo unspecified)	-6%	?	-12%	0%	1%	-3	-1%	-16%	15%
COc1cccc(C(=O)Nc2nc3ccc(S(C)(=O)=O)cc3s2)c1	62%[activator]	-14%	1%	-13%	-11%	-5	5%	0%	-1%
CCN1CCN(Cc2c(O)ccc3c2O/C(=C\C=C\c2ccccc2OC)C3=O)CC1	-5%	127%[activator]	-2%	-12%	1%	-1	5%	-22%	-23%
COc1ccc(CCNC(=O)c2oc3ccc(OC)cc3c2C)cc1	-7%	-15%	-6%	-5%	-21%	-1	3%	-12%	11%
COc1ccc2[nH]cc(CCNS(=O)(=O)Cc3ccccc3)c2c1	89%[activator]	-12%	2%	-6%	21%	-5	-3%	-10%	2%
CCOc1ccc(NC(=O)C2CCCN(c3ccc(Sc4ccc(C)cc4)nn3)C2)cc1 (stereo unspecified)	23%	-19%	-6%	-3%	nt	1	-2%	-17%	-20%
O=C(COC(=O)c1c(F)cccc1Cl)NC1CCCC1	29%	-7%	-3%	-4%	33%	-10	0%	-1%	36%
COc1ccc(N(CC(=O)NCc2cccs2)S(=O)(=O)c2c(C)nn(C)c2C)cc1	7%	-1%	2%	-8%	1%	3	-3%	-6%	-22%
COC(=O)C1=NN(C(C)=O)C2(CC(=O)N(c3cccc(C)c3)C2=O)C1 (stereo unspecified)	165%[activator]	-14%	-2%	-11%	2%	-3	5%	2%	58%
O=C1NCCCC2c3c(cc(Br)c(O)c3Br)OC12N1CCOCC1 (stereo unspecified)	11%	-6%	-2%	-12%	4%	7	-5%	-3%	-3%
COc1cccc2cc(C(C)N(CCCN3CCOCC3)C(=S)Nc3cccc(C)c3C)oc12 (stereo unspecified)	-1%	-9%	-9%	-5%	-9%	1	-5%	-1%	30%
CCOC(=O)c1c(C)[nH]c(C)c1S(=O)(=O)NCC(=O)N1CCN(c2ccccc2OC)CC1	20%	-6%	0%	-12%	nt	-1	2%	-9%	-8%
Cc1ccc(NC(=O)/C(=C/c2cccs2)NC(=O)c2ccco2)cc1	3%	-1%	0%	-20%	3%	-2	-4%	-9%	10%
O=C(NC1CCCCCC1)c1c(O)c2ccccc2[nH]c1=O	-1%	-14%	0%	-15%	-3%	-2	7%	9%	-7%
CCn1c(SCC(=O)N2CCC(C)CC2)nnc1-c1ccc(S(=O)(=O)N2CCN(C)CC2)cc1	12%	?	2%	-13%	4%	0	-4%	3%	0%
C=CC[C@@H](CC(=O)N(CCO)Cc1ccccc1)C(=O)N[C@@H](COC(=O)[C@@H](CC=C)CC(=O)OC(C)(C)C)Cc1c[nH]c2ccccc12	-5%	nt	nt	-15%	-29%	1	0%	-21%	nt
COc1ccc(NC(=S)Nn2cnnc2)cc1OC	112%[activator]	-6%	-4%	-5%	1%	-3	-3%	-16%	21%
CCCn1c2c(c(O)c(C(=O)Nc3ccc(OCC)cc3)c1=O)CCCC2	22%	-8%	-4%	0%	-2%	-12	-3%	-20%	-2%
Cc1cccc(NC(=O)CN(C)C(=O)c2ccc(N3CCCCCC3)c([N+](=O)[O-])c2)c1C	0%	nt	nt	-5%	-11%	0	-2%	-20%	nt
CCOc1ccccc1NS(=O)(=O)c1cn(C)c(=O)n(C)c1=O	9%	-4%	1%	-12%	21%	-17	-4%	-24%	23%

Structures above that contain a Cl atom:
SMILES	Pol iota inh	Anesthetic bind	BLM helicase inh	Pol kappa inh	APE1 inh	LDHA inh	GRP78 ERSR act	POLH inh	Pol beta inh
CC1(C)C(C=C(Cl)Cl)C1C(=O)N1CCN(Cc2ccccc2)CC1 (stereo unspecified)	88%[activator]	-19%	-6%	1%	-1%	-8	-4%	-2%	9%
COc1ccc(Cl)cc1NC(=O)CCN1C(=O)C2C3CCC(C3)C2C1=O (stereo unspecified)	7%	-6%	0%	1%	43%[activator]	0	-2%	-16%	35%
O=C(COC(=O)c1c(F)cccc1Cl)NC1CCCC1	29%	-7%	-3%	-4%	33%	-10	0%	-1%	36%

These rows are one share of the data; rates above refer to the full screens.
